# Source: PubChem
# Mtb FBA inh = Mtb fructose-bisphosphate aldolase inhibition | P9WQA3 | purified M. tuberculosis FBA, fluorescence read-out | inhibition, % at 1 µM | actives 2.3% (n = 360,000); in the data active = inhibition above about 27%;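 note: 0% = vehicle and 100% = reference inhibitor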
# Target sequence (P9WQA3 whole entry, looked up): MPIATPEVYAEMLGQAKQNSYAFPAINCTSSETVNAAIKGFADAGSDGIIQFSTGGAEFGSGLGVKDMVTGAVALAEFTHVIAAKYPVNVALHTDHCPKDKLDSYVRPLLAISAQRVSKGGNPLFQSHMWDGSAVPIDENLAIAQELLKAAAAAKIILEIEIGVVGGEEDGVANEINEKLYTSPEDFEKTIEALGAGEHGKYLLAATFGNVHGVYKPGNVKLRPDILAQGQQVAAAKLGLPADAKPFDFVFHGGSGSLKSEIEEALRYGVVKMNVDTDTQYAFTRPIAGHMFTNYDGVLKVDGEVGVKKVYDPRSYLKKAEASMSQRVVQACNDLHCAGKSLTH
# PrPC surface inh = inhibitors of human cell surface prion protein PrPC; inhibition, % at 13.8 µM; TR-FRET read-out; AID 720596; P04156; actives 0.43% (n = 370,000); in the data active = inhibition above about 24%; note: 0% = median of the test wells and 100% = reference compound wells
# MazF activator = activators of E. coli MazEF toxin-antitoxin RNase | P0AE70 | FAM/BHQ RNA-DNA oligo cleavage fluorescence, 5 h | activation, % at 20 µM | actives 0.32% (n = 350,000); in the data active = activation above about 50%
# Target sequence (P0AE70 whole entry, looked up): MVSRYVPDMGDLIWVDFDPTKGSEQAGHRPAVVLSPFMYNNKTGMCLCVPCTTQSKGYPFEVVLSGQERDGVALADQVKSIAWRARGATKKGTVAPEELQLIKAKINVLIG
# BioA inh = inhibitors of Mycobacterium tuberculosis BioA enzyme; actives 0.096% (n = 360,000); inhibition, % at 9.99 µM; AID 602481; purified M. tuberculosis BioA enzyme, plate reader; in the data active = inhibition above about 40%; inconclusive = no clear call, values can overlap the other calls
# FadD28 FP inh = inhibitors of Mycobacterium tuberculosis FadD28 bisubstrate binding; inhibition, % at 12.5 µM; FadD28 bisubstrate probe binding, fluorescence polarization; actives 0.22% (n = 360,000); in the data active = inhibition above about 8.5%, passing the limit was not always enough; inconclusive = no clear call, values can overlap the other calls
# Mtb UGM inh = blocks M. tuberculosis UGM enzyme | actives 0.06% (n = 320,000) | P9WIQ1 | purified UGM, fluorescence polarization probe displacement | inhibition, % at 10 µM; in the data active = inhibition above about 10%, passing the limit was not always enough; inconclusive = no clear call, values can overlap the other calls
# BoNT-F LC inh = BoNT F light chain protease inhibition; Multiplex microsphere protease cleavage assay, flow cytometry; inhibition, % at 10 µM; actives 0.22% (n = 360,000); AID 588497; in the data active = inhibition above about 35%, passing the limit was not always enough; inconclusive = no clear call, values can overlap the other calls; note: plate controls were buffer without enzyme for full effect and enzyme alone for no effect
# Rv3671c protease = inhibits the M. tuberculosis serine protease Rv3671c; inhibition, % at 5.96 µM; actives 0.048% (n = 320,000); AID 2606; in the data active = inhibition above about 38%;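 note: extracellular domain of Rv3671c used as enzyme; 0% = enzyme with DMSO and 100% = no enzyme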
# Target sequence (P9WHR9 whole entry, looked up, the tested form may be a part): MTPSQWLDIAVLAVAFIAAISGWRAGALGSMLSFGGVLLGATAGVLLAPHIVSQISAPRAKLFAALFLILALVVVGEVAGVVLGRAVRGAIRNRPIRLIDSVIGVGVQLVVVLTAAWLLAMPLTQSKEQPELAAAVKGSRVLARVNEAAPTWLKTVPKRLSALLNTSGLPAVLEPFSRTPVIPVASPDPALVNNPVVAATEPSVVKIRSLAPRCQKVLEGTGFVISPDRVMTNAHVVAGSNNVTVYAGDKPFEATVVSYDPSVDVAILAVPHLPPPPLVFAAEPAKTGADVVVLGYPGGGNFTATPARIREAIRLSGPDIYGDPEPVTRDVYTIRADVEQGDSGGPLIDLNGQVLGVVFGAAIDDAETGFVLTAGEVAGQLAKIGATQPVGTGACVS
# GDH-TPI inh = GDH-TPI coupled enzyme inhibition counter-screen; inhibition, % at 4.8 µM; actives 1.2% (n = 360,000); GDH-TPI coupled enzyme counterscreen, NADH absorbance; AID 588335; in the data active = inhibition above about 30%;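 note: 0% = DMSO wells and 100% = wells lacking the enzyme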
# The depositor's hits bear a star; ? = inconclusive; . = not tested or not shown; + = active, no number; & = joins results of further samples.
Compound,Mtb FBA inh,PrPC surface inh,MazF activator,BioA inh,FadD28 FP inh,Mtb UGM inh,BoNT-F LC inh,Rv3671c protease,GDH-TPI inh
Cc1nc(C(C)NC(=O)CCc2nnc(Cc3c[nH]c4ccccc34)o2)cs1 (stereo unspecified),0.1,-0.1,3.7,.,-1.9,1.0,-0.7,-5.5,-4.5
CCCCc1ccc(CC(=O)O)cc1,1.5,3.6,0.6,-2.2,-0.4,-3.4,-13.7,-4.2,4.3
Cc1ccc(N2C(=O)Nc3ccc(Br)cc3C2(O)C(=O)NCCN(C)C)cc1C (stereo unspecified),1.3,-1.8,3.7,-0.7,-0.1,1.6,13.2,-8.5,1.3
CCc1c(C)nc2c(-c3ccccc3)c[nH]n2c1=O,32.6*,-10.4,11.3,-0.3,1.0,0.0,-23.3,0.4,5.7
COc1ccc(-n2nc3c(c2NC(=O)c2ccccc2)CS(=O)(=O)C3)cc1,6.6,-2.1,-1.3,-0.5,-1.6,.,-14.1,.,11.0
CCOC(=O)C1=CCN(S(=O)(=O)c2ccccc2Br)C1c1cccc(F)c1 (stereo unspecified),-2.0,3.7,.,-1.6,-3.2,.,-3.2,.,.
CCc1cc[n+](/C(C(=S)Nc2cccc(C)c2)=C(/[O-])c2ccc(C)c([N+](=O)[O-])c2)cc1,-3.1,-4.6,5.0,.,-3.6,1.2,-22.4,-3.0,19.2
CCCCC(=O)N(C)c1c(CC)nc2c(OCCOc3ccccc3)cccn12,6.5,6.7,.,3.7,-1.8,.,-2.8,.,14.2
O=C(C[C@H]1C(=O)N(c2ccc(F)c(F)c2)C[C@@H]1Cc1ccccc1)Nc1ccccc1,-3.7,8.5,5.5,1.1,-7.0,0.5,2.8,-8.2,-1.2
O=C(O)c1cc(S(=O)(=O)N2CCCCCC2)c(Cl)cc1Cl,0.7,-4.0,-3.8,-0.4,-2.6,1.7,-6.0,-5.5,7.3
CN(C)C(=S)Nn1c(-c2ccccc2)nc2ccccc2c1=O,3.1,2.5,3.8,.,1.0,-0.9,-2.4,-1.0,8.9
CCS(=O)(=O)N1CCN(C(=O)c2ccco2)CC1,5.3,2.4,8.2,-1.2,-1.3,1.6,-6.5,-2.4,-12.2
CCCn1c(CN2CCN(C(=O)OCC)CC2)nc2cc(NC(=O)CC)ccc21,0.8,1.1,-1.3,3.2,-2.8,0.0,-4.5,-1.4,-7.6
O=C(Nc1cnn(Cc2ccc(F)cc2)c1)c1cc(-c2ccco2)on1,-2.4,20.9,6.3,-0.9,-3.1,0.2,7.5,2.6,2.6
Cc1ccc2oc(=O)c3cc(C(=O)NCCCN4CC(C)CC(C)C4)sc3c2c1 (stereo unspecified),9.8,-2.4,7.6,-1.7,-1.9,-1.4,0.7,-6.3,20.2
CC(C)(C)C(=O)Cn1ncc(NC2CC2)c(Br)c1=O,-0.3,-2.3,-2.0,-0.5,-1.1,-1.7,-3.9,0.3,6.0
CCOC(=O)N1CCC(NC(=O)CS(=O)Cc2nc(-c3ccccc3C)oc2C)CC1 (stereo unspecified),0.5,6.1,-4.1,-1.4,-0.6,3.1,-2.0,1.3,5.6
O=C(Nc1nnc(COc2ccc(Cl)cc2)s1)c1cccs1,-0.5,0.8,-8.0,-3.3,-0.2,2.7,11.7,-12.9,12.0
COc1cc(C)c(C(=O)Oc2cc(C)c(C(=O)O)c(O)c2C)c(OC)c1C,3.7,3.5,-23.6,5.3,1.7,2.4,3.9,-12.3,-7.8
CCOC(=O)C(C)/C(C)=N/NC(=O)c1cc2ccccc2cc1O (stereo unspecified),-3.7,-3.8,-3.8,.,-3.2,1.1,0.7,-10.1,19.2
Cn1ccnc1SCc1cn2ccccc2n1,1.5,5.0,-10.6,-1.8,-2.4,-2.6,-12.9,-1.1,0.6
Cc1ccc(CS(=O)Cc2ccc(C(=O)NC3CCCC(C)C3C)o2)cc1 (stereo unspecified),0.0,-2.6,5.1,-0.1,-2.6,0.0,6.7,0.8,1.7
CCOc1ccc(C(=O)N[C@H](C(=O)Nc2cccc(S(=O)(=O)N3CCCCC3)c2)C(C)C)cc1,0.1,6.0,2.8,4.0,-2.3,3.3,8.8,-0.9,-5.2
Cc1ccc(S(=O)(=O)N(C)C)cc1NC(=O)COC(=O)c1n[nH]c(=O)c2ccccc12,-1.6,8.1,-3.1,.,-0.7,1.6,-6.2,4.8,5.0
N#C/C(Cn1c[n+](NC(=O)Nc2ccccc2)cn1)=N/O,1.0,5.0,8.9,.,-1.5,0.2,-13.6,-6.8,-1.8
COc1cccc(NC(=O)CCNC(=O)C2CCN(S(=O)(=O)c3ccc(F)cc3)CC2)c1,2.5,6.7,7.7,-2.6,1.1,-1.1,1.2,-3.0,5.2
N#CCCn1cc(/C=N/O)c(-c2ccc(F)cc2)n1,-0.5,2.0,1.8,0.7,-0.9,-1.9,0.4,-3.9,13.0
CCCc1cc(=O)[nH]c(SCC(=O)N2CCc3cc(OC)c(OC)cc3C2)n1,3.1,1.6,5.8,-1.8,-2.4,-0.6,-0.5,5.1,-2.9
O=C(Cc1ccccc1)Nc1cccc(-c2nc3ncccc3o2)c1,19.1,9.7,5.1,-0.9,-2.4,-0.7,-8.9,-5.9,9.7
C1=C(c2ccccc2)Nc2ccccc2N=C1c1ccccc1,1.2,-4.6,-12.6,.,-1.4,-0.9,-3.8,-10.2,6.2
Cc1ccc(OCC(=O)N(c2ccccn2)C2CCCCC2)c(C)c1,-1.7,5.9,-0.3,.,-1.4,3.1,-3.8,1.1,-0.7
N#C/C(=C\c1cc([N+](=O)[O-])c(N2CCOCC2)cc1N1CCOCC1)c1nc2ccccc2[nH]1,-1.7,-1.5,13.8,0.3,0.3,2.2,-4.9,5.2,14.2
Nc1ccc(Cl)c[n+]1Cc1cccc2cccnc12,1.1,-5.8,-1.9,0.3,-1.1,-1.3,-1.6,10.3,4.3
CC(=O)c1ccc(S(=O)(=O)NC2CC(=O)N(c3ccc4c(c3)OCCO4)C2)cc1 (stereo unspecified),1.1,1.8,8.2,.,-4.4,0.1,7.9,1.0,-4.3
NC(=O)c1nn(-c2ccccc2)nc1NC(=O)CN1CCCCC1,8.5,1.0,0.7,-0.2,-3.0,-0.8,-2.1,-3.6,-9.1
CCOc1cc(N2CCOCC2)c(OCC)cc1NC(=O)C(C)Oc1ccccc1 (stereo unspecified),0.0,9.2,12.0,0.7,-0.9,5.3,-9.2,-5.7,-6.0
CCN1C(=O)[C@H]2[C@@H](c3ccc(C)cc3)N[C@]3(CCCN(CC4CCCCC4)C3=O)[C@H]2C1=O,-0.6,-6.1,0.2,0.9,0.5,.,2.7,.,5.2
CN(CC(=O)Nc1cccc(S(=O)(=O)N(C)c2ccccc2)c1)Cc1cccs1,-5.3,-1.4,7.1,1.0,-3.8,.,-0.3,.,8.0
CCOc1cc(/C=C2/SC(=S)N(CC3CCCO3)C2=O)ccc1O (stereo unspecified),-6.7,2.9,+,.,-1.8,-2.5,2.6,-17.9,2.1
Cc1cccc(C(=O)Oc2ccccc2-c2nnco2)c1,-2.7,-2.9,-7.3,2.3,-3.9,-1.5,-5.1,6.6,0.3
Cc1ccc(S(=O)(=O)CCC(=O)OCC(=O)c2c(N)n(CC(C)C)c(=O)n(C)c2=O)cc1,-2.9,8.0,-0.4,1.3,-4.3,-0.3,0.4,2.3,-10.2
CCn1c(COc2ccc3c(c2)CCCC3)nnc1SCC(=O)Nc1ccc(C(=O)OC)cc1,-0.9,0.3,1.0,.,-1.4,0.4,-3.3,1.7,-0.7
CCn1c(=O)n(CC(=O)NCc2ccco2)c(=O)c2ccccc21,2.6,1.3,5.5,0.2,-1.1,3.0,2.8,2.9,3.0
COc1ncc(-c2ccc3c(c2)S(=O)(=O)c2cccc(C(=O)NCc4ccco4)c2C3=O)cn1,1.3,-11.6,3.6,1.5,-2.0,-0.4,-4.4,-1.4,19.7
Cc1ccc(Nc2nc(N)c3ccccc3n2)cc1Cl,2.6,3.6,7.3,0.5,-4.1,1.9,-3.9,0.5,-3.5
CCOC(=O)C(=CNc1ccc(Oc2cncc(Cl)c2)nc1)C(=O)OCC,0.7,1.8,0.4,.,-2.2,2.1,-8.8,2.1,20.6
COc1ccccc1C(=O)NCc1ccco1,1.2,3.5,5.8,-0.8,-0.2,-0.2,24.5,3.1,6.8
O=C(Nc1ccc(N2CCN(C(=O)c3cccs3)CC2)cc1)c1ccc([N+](=O)[O-])o1,1.9,9.5,.,-0.4,-1.8,2.9,-20.8,.,19.6

# A draw from above in order of length of the SMILES, ascending:
Compound,Mtb FBA inh,PrPC surface inh,MazF activator,BioA inh,FadD28 FP inh,Mtb UGM inh,BoNT-F LC inh,Rv3671c protease,GDH-TPI inh
COc1ccccc1C(=O)NCc1ccco1,1.2,3.5,5.8,-0.8,-0.2,-0.2,24.5,3.1,6.8
CCn1c(=O)n(CC(=O)NCc2ccco2)c(=O)c2ccccc21,2.6,1.3,5.5,0.2,-1.1,3.0,2.8,2.9,3.0
Cc1ccc(S(=O)(=O)CCC(=O)OCC(=O)c2c(N)n(CC(C)C)c(=O)n(C)c2=O)cc1,-2.9,8.0,-0.4,1.3,-4.3,-0.3,0.4,2.3,-10.2

# Next part.
Compound,Mtb FBA inh,PrPC surface inh,MazF activator,BioA inh,FadD28 FP inh,Mtb UGM inh,BoNT-F LC inh,Rv3671c protease,GDH-TPI inh
CCc1ccccc1Nc1nc(N)nc(CSCC(=O)Nc2ccc(C)c(C)c2)n1,-1.6,2.4,0.4,1.6,-3.1,0.3,-1.9,-4.4,3.9
COc1ccc(Nc2cc(Nc3ccc(OC)cc3)ncn2)cc1,1.5,-0.4,-7.7,-1.2,0.9,1.5,-16.8,2.3,7.1
COc1ccc(CC(=O)Nc2ccc(-c3noc(-c4ccccc4OC)n3)cc2)cc1,2.9,-1.0,-16.3,-0.6,-1.3,2.2,0.4,-23.8,1.2
COc1ccc(NC(=O)CSCC(=O)N(C)Cc2ccc(Cl)c(Cl)c2)cc1,-1.9,18.7,-6.2,1.3,-5.8,-1.3,-5.9,-1.0,-3.5
Cc1cc(C)c(NC(=S)N(Cc2cccnc2)Cc2ccco2)c(C)c1,0.5,3.4,4.2,-1.1,-2.4,5.0,-4.6,3.7,3.2
C/C(=N\n1cnnc1)c1ccc(C#N)cc1,0.3,-3.2,5.6,.,-1.4,-0.5,-4.8,8.6,0.6
O=C(Nc1cc(F)ccc1F)N1CCN(c2ccnc3cc(Cl)ccc23)CC1,-2.4,8.3,8.6,.,-2.7,3.3,?,3.0,16.1
Cc1ccc(N(C(=O)CNC(=O)c2ccco2)C(C(=O)NC2CCCC2)c2cccnc2)cc1 (stereo unspecified),0.4,1.9,8.0,-0.9,.,-2.5,-6.1,9.6,-0.8
O=C(NCc1ccccc1)c1ccc(CN2CCC(Cc3ccccc3)CC2)cc1,-0.4,-11.4,-6.1,-0.4,.,-1.8,-6.0,.,7.6
O=c1[nH]c2ccccc2nc1/C=C(\O)c1cccs1,-31.3,-1.8,-406.3,.,-2.2,-0.1,0.5,-3.1,6.8
Cc1cc(OC(=O)CNC(=O)OC(C)(C)C)c2c(C)cc(=O)oc2c1,-0.8,0.5,5.0,-0.3,-2.5,1.5,-6.4,4.7,0.9
CCCn1c(=O)c2c(c3ccccc31)OC(C)C(=O)N2 (stereo unspecified),3.1,5.2,5.1,-0.8,0.1,1.1,-2.8,-4.8,12.3
COc1ccc(-n2nc(N)c3c(=O)oc(N(C)C)nc32)cc1,-0.8,1.3,-0.6,-2.8,0.2,1.5,-1.6,-11.9,5.7
COc1cccc(Nc2ccc(N3CCCCC3)cc2)c1OC,-0.7,0.1,-2.6,-1.3,-0.3,-2.7,-44.6,8.9,3.5
Cc1cc(C)cc(Cn2c3ccc(NC(=S)NC4CCCCC4)cc3c(=O)n2C)c1,17.5,3.0,.,-1.2,-2.7,.,-0.7,.,3.9
C[C@@H]1CN([C@@H](C)CO)C(=O)CCCn2cc(nn2)CO[C@H]1CN(C)S(=O)(=O)c1ccccc1F,-0.6,6.1,4.2,-0.4&0.5,-3.4,.,4.8,.,2.4
Cc1ccc(NC(=O)COC(=O)c2ccc(C)c(S(=O)(=O)N3CCOCC3)c2)cc1,-2.2,-3.3,0.7,0.4,-2.5,.,-18.3,.,4.1
